Screening data: PubChem, Columbia University Molecular Screening Center
sEH act – soluble epoxide hydrolase activators, primary screen, biochemical, human sEH | Bifunctional epoxide hydrolase 2 (Homo sapiens), P34913 | purified human sEH enzymatic activity, activator screen | activation, % at 2 µM | 0.04% of 91,000 active; in the data active means activation above about 37%; further: values of inactives mirror those of a sister screen read the other way
Target sequence (P34913 whole entry, looked up): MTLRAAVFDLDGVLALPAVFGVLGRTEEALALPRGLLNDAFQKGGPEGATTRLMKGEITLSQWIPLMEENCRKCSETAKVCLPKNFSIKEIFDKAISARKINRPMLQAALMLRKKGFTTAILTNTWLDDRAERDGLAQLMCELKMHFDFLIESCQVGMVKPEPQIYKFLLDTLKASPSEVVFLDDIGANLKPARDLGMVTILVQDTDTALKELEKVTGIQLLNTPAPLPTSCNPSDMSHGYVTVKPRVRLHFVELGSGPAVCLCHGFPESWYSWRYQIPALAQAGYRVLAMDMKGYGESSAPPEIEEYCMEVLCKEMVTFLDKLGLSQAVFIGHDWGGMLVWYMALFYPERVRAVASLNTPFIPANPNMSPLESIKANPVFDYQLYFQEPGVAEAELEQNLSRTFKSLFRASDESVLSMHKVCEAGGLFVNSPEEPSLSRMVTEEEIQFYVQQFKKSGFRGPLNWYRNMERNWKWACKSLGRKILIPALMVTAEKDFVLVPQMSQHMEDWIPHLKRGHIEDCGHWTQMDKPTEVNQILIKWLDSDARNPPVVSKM
sEH inh – soluble epoxide hydrolase inhibitors, primary screen, biochemical, human sEH; inhibition, % at 2 µM; 0.34% of 91,000 active; recombinant human sEH enzymatic activity assay; Bifunctional epoxide hydrolase 2 (Homo sapiens), P34913; in the data active means inhibition above about 80%; further: values of inactives mirror those of a sister screen read the other way; many of its hits are not listed in these tables
Numbers without * were called inactive. Only part of the results is shown; count on the stated rates, not on these rows.

item | sEH act | sEH inh | SMILES
1 | 11 | -8 | O=c1nc2ccccc2c2n1CC(CN1CCN(c3ccccc3F)CC1)N2 (stereo not given)
2 | 3 | 1 | COC(=O)CSc1nc(-c2ccccc2)nc2ccc(F)cc12
3 | 4 | -3 | Cc1ccc(-c2c(C#N)c(N)n(-c3ccccc3)c(=O)c2C#N)cc1
4 | 7 | -6 | O/N=C/c1cc(Cl)ccc1OCc1cccc2ccccc12
5 | -5 | 4 | Cc1ccc(Nc2cc(=O)[nH]c(=O)[nH]2)c(C)c1
6 | 8 | -5 | CN(C)c1cc[n+](CC(=O)Nc2ccc([N+](=O)[O-])cc2Cl)cc1
7 | -14 | 11 | CCOC(=O)c1nn(-c2ccccc2)c(-c2ccccc2)c1C(=O)c1ccccc1
8 | -10 | 7 | COc1cccc(CNC(=O)CCNC(=O)Cn2ccc3ccccc3c2=O)c1
9 | -20 | 21 | O=C(Cc1ncc(C(F)(F)F)cc1Cl)Nc1cccc(Br)c1
10 | -6 | 8 | COc1ccc(N2CCN(C(=S)Nc3cccc(C)c3C)CC2)cc1
11 | 10 | -10 | O=C(N/N=C/c1ccc(F)cc1)c1cc(-c2ccco2)nc2ccccc12
12 | 9 | -6 | O=C(Nc1ccccc1-c1ccccc1)C12CC3CC(CC(C3)C1)C2
13 | -46 | 45 | O=C(N/N=C/c1ccc(Br)s1)c1ccccc1[N+](=O)[O-]
14 | 14 | -13 | Cc1ccc(C(=O)COC(=O)CNC(=O)C(c2ccccc2)c2ccccc2)cc1[N+](=O)[O-]
15 | -4 | 7 | CSc1ccc(Cl)c(C(=O)NCCOc2cc(C)ccc2C(C)C)c1
16 | 13 | -12 | Cc1ccc(S(=O)(=O)N/N=C/c2cccn2-c2ccc(Cl)cc2)cc1
17 | -7 | 6 | CC(C)CC(=O)N1CCN(c2ccc([N+](=O)[O-])c(NCc3ccccc3)c2)CC1
18 | 6 | 0 | C=CCNC(=O)c1onc(CSc2ccc(Cl)cc2)c1C(=O)O
19 | 0 | 5 | COC(=O)C(Cc1ccc(OC(=O)c2ccc(Cl)cc2)cc1)N1Cc2ccccc2C1=O (stereo not given)
20 | 1 | 1 | COC(=O)c1ccccc1NC(=O)Oc1ccc(F)cc1
21 | 12 | -11 | O=C(CN1CCC(C(O)(c2ccccc2)c2ccccc2)CC1)Nc1cc(Cl)ccc1Cl
22 | -5 | 3 | COc1ccc(NC(=S)Nc2ccc(F)cc2)c(OC)c1
23 | -3 | 7 | OC(COCC1COc2ccccc2O1)CN1CCN(c2ccccc2)CC1 (stereo not given)
24 | -10 | 8 | COc1ccc(OC)c(/C=N/NC(=O)CSc2nnc(C)n2-c2ccccc2)c1

4 entries from above, field by field.
4: O/N=C/c1cc(Cl)ccc1OCc1cccc2ccccc12
  sEH act: 7 | sEH inh: -6

10: COc1ccc(N2CCN(C(=S)Nc3cccc(C)c3C)CC2)cc1
  sEH act: -6 | sEH inh: 8

16: Cc1ccc(S(=O)(=O)N/N=C/c2cccn2-c2ccc(Cl)cc2)cc1
  sEH act: 13 | sEH inh: -12

6: CN(C)c1cc[n+](CC(=O)Nc2ccc([N+](=O)[O-])cc2Cl)cc1
  sEH act: 8 | sEH inh: -5

Other compounds follow.
item | sEH act | sEH inh | SMILES
25 | 2 | 1 | Cc1ccnn2cc3c(=O)n(C)c(=O)n(C)c3c12
26 | -9 | 9 | CCN(CC)Cc1c(O)ccc2c(=O)c(Oc3ccccc3OC)coc12
27 | -19 | 21 | CC(C(=O)NC1CCCC1)N(C(=O)c1ccc(-c2ccccc2)[nH]1)c1ccccc1F (stereo not given)
28 | -17 | 19 | O=C(/C=C/c1ccc(Cl)cc1Cl)NCc1ccco1
29 | -13 | 14 | COCCCNC(=S)NC1CC2CCCC(C1)N2Cc1cccs1 (stereo not given)
30 | -15 | 15 | O=C(CCc1ccccc1)NNC(=S)NC(=O)c1ccccc1
31 | 2 | 0 | CCOc1c2ccc(C(=O)NCc3ccc(C)cc3)cc2nn1CCOC
32 | 20 | -13 | CCNC(=S)NNC(=O)c1csc2c1CCC(C)C2 (stereo not given)
33 | 10 | -11 | Cc1ccccc1OCCn1cc(C(=S)N2CCCC2)c2ccccc21
34 | 7 | -4 | COc1cc(/C=C/C(=O)N2CCN(CC(O)COc3ccccc3)CC2)cc(OC)c1OC (stereo not given)
35 | 0 | 0 | COc1ccc(C(CC(=O)Nc2ccc(F)cc2)c2ccccc2)cc1 (stereo not given)
36 | -10 | 10 | O=C(C/C=N/OCc1ccc(F)cc1Cl)c1cnc(-c2ccccc2)s1
37 | 5 | -4 | O=C(Cc1ccc(Cl)cc1)NNC(=O)Nc1cccc2ccccc12
38 | 8 | -6 | Cc1ccc(S(=O)(=O)ON=C2CCN(S(=O)(=O)c3ccccc3)CC2)cc1
39 | 2 | 1 | N/C(=N\OC(=O)c1ccc2c(c1)OCO2)c1ccc(Cl)cc1
40 | -1 | 4 | O=C(NCc1cccnc1)c1cccn2c(=O)c3sccc3nc12
41 | -10 | 8 | COc1ccc(S(=O)(=O)CC(O)CN2CCCC2=O)cc1 (stereo not given)
42 | -4 | 1 | O=C(CSc1c(Cl)cccc1Cl)N1CCC(c2nc3ccccc3s2)CC1
43 | 5 | 1 | CC1=NN(C(=O)c2c(Br)cnn2C)C(O)(C(F)(F)F)C1 (stereo not given)
44 | -4 | 6 | O=S(=O)(c1ccc(Cl)cc1)N1CCCC1c1nc2ccccc2s1 (stereo not given)
45 | 5 | -4 | CN1CCN(NC(=O)c2ccc(F)cc2)CC1
46 | 9 | -6 | Cc1ccc([N+](=O)[O-])cc1N/C=C1\CCc2ccccc2C1=O
47 | 12 | -9 | N#C/C(=C\c1cccc2ccccc12)c1nn(-c2ccccc2)c(N)c1C#N
48 | -2 | 3 | COc1nc(-c2cccs2)cc(-c2ccc(C)cc2)c1C#N

Profiles, looked up by structure.
`CN1CCN(NC(=O)c2ccc(F)cc2)CC1` is entered as sEH act: 5; sEH inh: -4
`O=C(Cc1ccc(Cl)cc1)NNC(=O)Nc1cccc2ccccc12` is entered as sEH act: 5; sEH inh: -4
`COc1ccc(S(=O)(=O)CC(O)CN2CCCC2=O)cc1` (stereo not given) is entered as sEH act: -10; sEH inh: 8

(more compounds)
item | sEH act | sEH inh | SMILES
49 | 12 | -10 | COc1ccc(-c2nc(NC(=O)c3ccccc3)sc2-c2ccc([N+](=O)[O-])cc2)cc1
50 | 3 | -2 | CC1=N/C(=C\c2ccc([N+](=O)[O-])cc2)C(=O)N1c1ccc(Br)c(C)c1
51 | 9 | -7 | Cc1nc(-c2cccnc2)sc1C(N)=O
52 | 5 | -4 | Cn1nnnc1-c1cc(Br)ccc1NC(=O)c1ccccc1
53 | -2 | 4 | CCCSc1nc(-c2ccccc2)cc(C(F)(F)F)c1C#N
54 | 9 | -9 | O=C1N=C(N2CCC(Cc3ccccc3)CC2)S/C1=C/c1cn[nH]c1-c1ccccc1
55 | 1 | 1 | CC(C)Nc1nc(Oc2cccc(Cl)c2Cl)cc(C(F)(F)F)n1
56 | -10 | 12 | Cc1ccc(C(=O)CNc2ccc(Br)cc2)cc1
57 | 2 | 4 | C=CCNC(=O)c1onc(CSc2cc(C)ccc2C)c1C(=O)O
58 | -2 | -1 | CCc1ccc(NS(=O)(=O)c2ccc3[nH]cc(C(=O)N(C)Cc4ccco4)c(=O)c3c2)cc1
59 | -60 | 60 | COc1ccc(/C=N/NC(=O)c2ccccc2O)cc1Cn1cc(Cl)cn1
60 | 7 | -5 | CCCCCCCCn1cnc2c(N)c(C)c(C)cc21

7 compounds from above, arranged by molar mass, highest first:
item | sEH act | sEH inh | SMILES
58 | -2 | -1 | CCc1ccc(NS(=O)(=O)c2ccc3[nH]cc(C(=O)N(C)Cc4ccco4)c(=O)c3c2)cc1
59 | -60 | 60 | COc1ccc(/C=N/NC(=O)c2ccccc2O)cc1Cn1cc(Cl)cn1
52 | 5 | -4 | Cn1nnnc1-c1cc(Br)ccc1NC(=O)c1ccccc1
57 | 2 | 4 | C=CCNC(=O)c1onc(CSc2cc(C)ccc2C)c1C(=O)O
56 | -10 | 12 | Cc1ccc(C(=O)CNc2ccc(Br)cc2)cc1
60 | 7 | -5 | CCCCCCCCn1cnc2c(N)c(C)c(C)cc21
51 | 9 | -7 | Cc1nc(-c2cccnc2)sc1C(N)=O

(next part)
item | sEH act | sEH inh | SMILES
61 | 2 | -2 | CCSc1nc2ccccc2n1Cc1cccc([N+](=O)[O-])c1
62 | -5 | 7 | Cc1cc(C)c2cc(CN(Cc3cccnc3)C(=O)c3ccc(F)cc3)c(Cl)nc2c1
63 | 4 | -1 | COc1ccc(OCCNC(=O)C(c2ccccc2)c2ccccc2)cc1
64 | -1 | 4 | CC(=O)c1nc(N2C(=O)CC(Cc3cccc(C)c3)C2=O)sc1C (stereo not given)
65 | 1 | -1 | COc1ccc(-c2c(C(C)=O)c(C)nc3sc4c(c23)NC(c2ccccc2)NC4=O)cc1 (stereo not given)
66 | 14 | -15 | CCn1cc(/C=N/NC(=O)c2cc3c(ccc4ccccc43)o2)c2ccccc21
67 | -6 | 8 | O=C(/C=C\NCC(=O)c1ccccc1)c1ccc(F)cc1
68 | 9 | -12 | O=C(CN(Cc1ccc(F)cc1)C(=O)C1CSC(=O)C1)NC1CCCCC1 (stereo not given)
69 | -6 | 8 | O=C(Nc1ccccc1)N1CCSc2cc(Cl)ccc21
70 | -7 | 7 | Cc1ccc(Cn2c(C)cc3c(c2=O)C(c2cccs2)C(C#N)=C(N)O3)cc1 (stereo not given)
71 | 4 | -4 | O=C(CC1CCCCC1)N1CCC(c2nc(-c3ccc(S(=O)(=O)N4CCCC4)cc3)no2)CC1
72 | -1 | 0 | O=C(CSc1nccn1-c1ccccc1)c1ccc(Cl)cc1
73 | 1 | -1 | NC(=S)Nc1cccc2cccnc12
74 | -11 | 11 | CN(c1ccccc1)S(=O)(=O)c1ccc(NC(=O)C2CCCCC2C(=O)O)cc1 (stereo not given)
75 | 2 | -2 | O=c1[nH][nH]c(C(F)(F)F)c1C=Nc1ccccc1
76 | 7 | -7 | Cc1ncc(N=Nc2ccccc2Cl)c(-c2ccccc2)n1
77 | 0 | -1 | NC(N)=Nc1nc(CCN2C(=O)c3ccccc3C2=O)cs1
78 | 11 | -8 | CCCc1nn2c(=O)c(C(c3cccc(Cl)c3)c3c(O)nc4sc(CCC)nn4c3=O)c(O)nc2s1
79 | 2 | 0 | CCCC1=[N+](CC(=O)c2ccccc2)CCn2c(C)ccc21
80 | -3 | 4 | CCO/C(C)=C1\N=C(c2ccc(Cl)cc2)OC1=O
81 | -11 | 9 | Brc1ccc(/C=N/Nc2ccc3ccccc3n2)cc1
82 | 14 | -13 | CC(/C=C1\N=C(SCc2ccccc2Cl)SC1=O)=C\c1ccccc1
83 | 21 | -24 | N#CCOC(=O)c1sccc1-n1cccc1
84 | -12 | 13 | CCOc1cc(NC(=S)Nc2cccc(C)c2)c(OCC)cc1NC(=O)CC(C)C
85 | 1 | -2 | COc1ccc(/C=C/C(=O)Oc2cccc(/C=N/NC(=O)c3cccc(F)c3)c2)cc1
86 | -8 | 5 | Cc1cc(C)c(NC(=O)Cn2nnc(C(=O)NCc3cccs3)c2N)c(C)c1
87 | -15 | 15 | N#CC1=C(N)OC2=C(CC/C2=C\c2ccccc2)C1c1ccccc1 (stereo not given)
88 | 4 | -3 | NC(=S)NNC(=O)c1ccccc1
89 | -2 | 5 | Cc1cccc(-n2nc([N+](=O)[O-])c(=NCc3cccnc3)n2O)c1
90 | 3 | -3 | Cc1ccc(C(=O)NC(=S)Nc2ccc3c(c2)OCCO3)c(C)c1
91 | 13 | -10 | O=C(COc1ccc(Br)cc1)Nc1ccc([N+](=O)[O-])cn1
92 | 10 | -8 | CS(=O)c1ccccc1-c1nc(-c2cc(C(F)(F)F)cc(C(F)(F)F)c2)no1 (stereo not given)
93 | -6 | 5 | COc1ccc(/C=C/C(=O)Nc2sc3c(c2C(=O)NCc2cccnc2)CCCC3)cc1
94 | -5 | 4 | CCOc1ccc(C(=O)Nc2ccccc2-c2ccccc2)cc1Cl
95 | 3 | -3 | CCOc1ccc(-c2cc(CCCC(=O)Nc3cc(OC)ccc3OC)no2)cc1
96 | -6 | 5 | CCOC(=O)Cc1csc(N/N=C\c2cccc(Br)c2)n1
97 | 4 | -1 | CCN(CC)c1ccc(NC(=O)/C=C/c2cc(Br)ccc2OC)cc1
98 | 6 | -4 | CCOC(=O)N1CCN(c2cc(N)c([N+](=O)[O-])cc2F)CC1
99 | 3 | -3 | CN(c1ccc(C(=O)Nc2ccccc2Sc2ccccc2)cc1)S(C)(=O)=O
100 | 9 | -6 | O=C(c1ccc(-n2cccc2)cc1)N1CCN(Cc2ccccc2)CC1
101 | 3 | 0 | Cn1nnnc1SCC(=O)Nc1ccccc1[N+](=O)[O-]
102 | -20 | 25 | CN(C)c1ccc(/C=C2\NC(=S)N(Cc3ccccc3)C2=O)cc1
103 | 6 | -3 | Cc1nc(NC2=NC(C(=O)Nc3ccc(Cl)cc3)CC(=O)N2)nc2ccccc12 (stereo not given)
104 | -2 | 4 | Cc1ccc(N=Nc2c(N)[nH]n3c(=O)c4c(nc23)CCCC4)cc1
105 | -7 | 9 | COc1ccc(-c2sc(NC(=O)c3ccc(C)cc3)nc2-c2ccc([N+](=O)[O-])cc2)cc1
106 | 10 | -10 | CC(C)(C)c1nnc(NC(=O)c2cc(-c3ccccc3)nc3ccccc23)s1
107 | -3 | 1 | Cc1cc(C)cc(N(CC(=O)NCCSc2ccccn2)S(=O)(=O)c2ccccc2)c1
108 | 11 | -5 | C=CCNC(=O)c1onc(CSc2ccccc2C)c1C(=O)O
109 | -20 | 18 | CN1CCN(NC(=O)CN2C(=O)/C(=C/c3c(Cl)cccc3Cl)SC2=S)CC1
110 | 3 | 0 | CNC(=S)NC1CC2CCC(C1)N2Cc1ccccc1 (stereo not given)
111 | 6 | -5 | Cc1ccc(Nc2c([N+](=O)[O-])ccc3c2=NC2(CCCCC2)N=3)cc1
112 | 0 | 3 | Cn1ncc2cc(NC(=S)NC(=O)c3ccccc3)ccc21
113 | 1 | 1 | COc1ccccc1NC(=O)c1sc2ncn(Cc3ccccc3C)c(=O)c2c1C
